Screening results (PubChem BioAssay)
NCI-60 one-dose screen, 48 h, at 10 µM unless noted. Numbers give growth in % (100 = growth as untreated, 0 = no growth, -100 = all killed).
CCRF-CEM – CCRF-CEM leukemia; hit rate 7% among 77,000; AID 1794778
A549/ATCC – A549/ATCC NSCLC; hit rate 3.7% among 81,000; AID 1794740
EKVX – EKVX NSCLC; hit rate 3% among 71,000; AID 1794765
RPMI-8226 – RPMI-8226 leukemia cells. hit rate 7.5% among 77,000
HOP-62 – HOP-62 NSCLC; hit rate 3.9% among 80,000; AID 1794735
M14 – M14 melanoma | hit rate 6.2% among 80,000
HOP-92 – HOP-92 NSCLC cells; hit rate 6.3% among 71,000
MOLT-4 – MOLT-4 leukemia cells; hit rate 6.9% among 80,000
* marks the source's active call; other numbers are inactive results; · = no result given; & = joins results of further samples; ! = not active in a repeat. Rule for the calls: active = growth percent below 10; inactive = the rest.

SMILES	CCRF-CEM	A549/ATCC	EKVX	RPMI-8226	HOP-62	M14	HOP-92	MOLT-4
CON1CCC[C@]2(C)[C@H]3CC[C@@H]4[C@H]5[C@H]([C@@H](C)O)CC[C@]5(CO)CC[C@@]4(C)[C@]3(C)CC[C@H]2C1(C)C	95	94	99	83	104	92	83	85
CCOC(=O)c1sc2ncc(-c3ccc(Br)cc3)n2c1C	90	98	88	·	90	88	79	89
CCCCOc1nc2ccccc2cc1C1CNC(=O)c2ccccc2N1 (configuration not stated)	13	20	33	26	23	-23*	49	·
CC(=O)Nc1cccc(Cn2c(=O)[nH]c3ccc(Oc4ncccn4)cc3c2=O)c1	94	94	95	89	85	93	75	86
S=c1c2ncccc2c(-c2ccccn2)nn1Cc1ccccn1	84	81	99	98	85	90	95	93
Nc1cc(N)nc(SCC(=O)N2CCN(c3cc4c(cc3F)c(=O)c(C(=O)O)cn4C3CC3)CC2)n1	89	91	98	102	91	101	95	106
COc1cccc(C2C(C#N)=C(N)Oc3cc(OCCCCCC[P+](c4ccccc4)(c4ccccc4)c4ccccc4)ccc32)c1 (configuration not stated)	1.9*	10	-0.8*	-36*	-39*	-50*	-52*	-16*
O=c1cc(S(=O)(=O)Cc2ccccc2)[nH]c(=O)[nH]1	99	106	118	100	96	101	106	71
CCOC(=O)c1[nH]c(C)c(Br)c1C	101	103	105	105	106	107	·	90
CC(C)(C)c1cc(C(C)(C)C)cc(S(=O)(=O)N2CCC[C@H]2C(=O)NCCN)c1	87	80	90	83	99	113	56	96
COc1cc(O)c(C(C)=O)c(OC)c1	92	·	118	94	94	101	·	104
C=C1CC[C@H](C(=C)C)[C@H]2C=C(C)C(=O)C3=C(C(=O)[C@@](C)(O)C3)[C@H]12	-5.1*	-50*	-79*	-23*	-73*	-30*	-91*	·
COc1ccccc1N1CCN(C(=S)Nc2ccccc2)CC1	·	100	·	91	90	100	81	79
CSc1n(Cc2ccc3ccccc3c2)c(C)c[n+]1Cc1ccc2ccccc2c1	1.3*	17	25	-38*	4.6*	-14*	-44*	2.4*
CCc1nn2c(-c3ccc(Cl)cc3)c(-c3cc(OC)c(OC)c(OC)c3)nc2s1	102	85	·	97	83	106	·	92
COc1ccc(-c2nn(-c3cccc(Cl)c3)cc2-c2nc(N)[nH]c(=O)c2C#N)cc1	62	85	32	·	·	56	71	54
CCOC(=O)Nc1ccccc1F	100	101	95	102	97	101	96	111
Cn1cc(/C=C2/C(=O)Nc3ccccc32)c2ccccc21	90	86	78	61	77	92	87	82
c1ccc(Nc2n[nH]c(-c3cccnc3)n2)cc1	102	95	92	108	84	106	88	97
O=C1O[C@H](C(O)CO)C(O)=C1O (some centres not stated)	·	96	117	·	107	114	·	105
Clc1ccc(C2CC(c3ccc(Nc4ccnc5cc(Cl)ccc45)cc3)=NN2c2ccc(Cl)cc2)cc1 (configuration not stated)	84	93	·	93	98	89	86	·
CC(=O)Oc1cc(OC(C)=O)cc(C(=O)Nc2ccc(C(C)C)cc2)c1	64	109	·	86	98	97	·	63
N#C/C(=C\c1ccccn1)c1nc2cc(Br)ccc2s1	96	102	68	92	78	98	88	101
NCCCCCCN	98	106	·	·	98	106	102	118
O=c1[nH]c2cc([N+](=O)[O-])ccc2c2cc(Br)ccc12	96	88	65	90	88	112	87	90
CCOC(=O)C(Nc1ccc(SC)cc1)c1ccccc1 (configuration not stated)	102	93	·	107	90	110	89	93
O=C(COc1ccc(/C=C2\COc3ccccc3C2=O)cc1)Nc1nccs1	7.2*	98	102	-0.2*	95	93	65	23
COc1cc(-c2c(-c3ccccc3)c[nH]c2C(=O)O)cc(OC)c1OC	·	101	99	114	95	99	97	101
O=C(O)CCCCNC(=O)c1ccccc1	110	98	103	103	91	99	·	106
C=C(C)[C@@H]1CC[C@]2(/C=C(/C#N)C(=O)ON)CC[C@]3(C)[C@H](CC[C@@H]4[C@@]5(C)CCC(=O)C(C)(C)[C@@H]5CC[C@]43C)[C@@H]12	78	66	69	64	112	·	87	73
COc1ccc2[nH]c(=O)c(C3C4=C(CC(C)(C)CC4=O)Nc4nc(OC)[nH]c(=O)c43)cc2c1 (configuration not stated)	128	105	94	116	94	95	119	·
CCC(C(CC(=O)c1ccccc1)c1ccccc1)[N+](=O)[O-] (configuration not stated)	97	88	95	109	93	89	95	103
COc1cc2nc(Cl)nc(Nc3ccc(S(=O)(=O)Nc4nccs4)cc3)c2cc1OC	117	102	94	107	92	100	118	99
O=C1/C(=C/c2ccccc2[N+](=O)[O-])C(c2ccccc2)Oc2ccccc21 (configuration not stated)	72	90	96	76	118	83	81	70
NC(=O)c1ccc[n+](CC(=O)N2CCN(c3cc4c(cc3F)c(=O)c(C(=O)O)cn4C3CC3)CC2)c1	-25*	104	106	74	111	76	133	27
CCOC(=O)c1ccc(N2NC(=O)/C(=C/c3ccc([N+](=O)[O-])o3)C2=O)cc1	89	-1.3*	111	91	109	116	105	105
Nc1nc(N)c2c(C(=O)Nc3ccc(N4CCN(CCO)CC4)cc3)coc2n1	105	97	94	105	97	94	109	91
Clc1ccc(Cn2c(-c3cccs3)nc3ccccc32)c(Cl)c1	88	80	·	72	96	107	63	80
COc1cc2c3c(n(C4CCOCC4)c(=O)c2cc1OC)-c1cc2c(cc1C3=O)OCO2	·	56	88	·	·	49	·	34
O=C(Nc1ncc(Cc2ccccc2Cl)s1)C1=NCCCCN1	98	101	109	98	105	92	88	98
O=S(=O)(N=C1C=CC(=NS(=O)(=O)c2ccccc2)C=C1)c1ccccc1	98	102	108	93	103	106	96	109
C#CCN1CCOCC1	125	98	96	110	103	95	111	106
COc1ccc(C(=O)CSc2nc(-c3cc4ccccc4o3)cc(-c3ccc(Cl)cc3)c2C#N)cc1	104	109	83	68	82	100	50	84
CN(C)CCCC1(c2ccc(F)cc2)OCc2cc(-c3cccc4[nH]ccc34)ccc21 (configuration not stated)	16	28	45	40	16	-68*	31	-8.6*
O=S(=O)(O)c1ccc(N=Nc2cc(S(=O)(=O)O)c3ccccc3c2O)c2ccccc12	97	99	115	97	101	107	75	97
Oc1ccc2ccc3[nH]cnc3c2c1	108	102	130	84	93	93	90	·
NC(Cc1c[nH]c2ccccc12)C(=O)O (configuration not stated)	102&105	98&113	101&93	103&87	96&64	98&93	76	3.1*!
COc1cc(C2Cc3ncccc3-c3[nH]c(=O)c4cccnc4c32)cc(OC)c1OC (configuration not stated)	22	20	44	38	22	10	68	24
Nc1c(C(=O)Nc2ccccc2)sc2nc3c(cc12)CN(CCc1ccccc1)CC3	104	107	88	92	99	108	76	104
Cn1cc(-c2nc(-c3ccsc3)cs2)c2cc(Br)ccc21	·	89	69	·	·	84	·	84
CC(C)C[C@H](C(=O)O)N1CC=CCN(OCc2ccccc2)S1(=O)=O	104	84	105	108	107	104	109	103
O=C(CNC(=O)NCC1CCCCC1)NC1NC2CCCCC2N1 (configuration not stated)	91	106	72	98	89	92	74	104
CNC(=O)c1cc(Oc2ccc3nc(NC(=O)c4ccc(CN5CCN(C)CC5)c(C(F)(F)F)c4)sc3c2)ccn1	50	66	59	20	73	0.7*	44	39
CCOC(=O)c1c(Nc2ccccc2)nn2c(-c3ccccc3)ccnc12	9.6*	92	95	31	101	110	·	87
NC1=CSC2=N/C(=C\c3ccc(Cl)cc3)C(=O)N12	-14*	74	·	40	83	77	70	8.1*
O=C(c1cc(-c2ccccc2)nc2ccccc12)N1N=C(c2ccccc2)CC1c1cc(-c2ccccc2)nn1-c1ccccc1 (configuration not stated)	·	89	96	77	·	76	91	73
O=C(N/N=C\c1ccccc1Cl)c1ccncc1	·	107	102	·	97	112	·	75
CCOC(=O)/C=C(\CC(=O)OCC)C(=O)OCC	·	110	104	·	99	103	·	96
CC1=CC(=C2C=C(C)C(=O)C(C)=C2)C=C(C)C1=O	92	105	84	89	92	92	79	86
O=C1NC(=O)C(=Cc2cc(-c3ccc(Br)cc3)n(-c3ccccc3)n2)C(=O)N1	86	97	90	93	100	96	90	91

More structures
SMILES	CCRF-CEM	A549/ATCC	EKVX	RPMI-8226	HOP-62	M14	HOP-92	MOLT-4
Cc1ccc(C(=O)c2sc(S)c(-c3nc4ccccc4s3)c2N)cc1	99	101	93	99	89	94	82	104
CC(C)Cc1ccc(-c2ccn(C(=O)C(C)c3ccc(NS(C)(=O)=O)cc3)n2)cc1 (configuration not stated)	81	92	·	95	107	96	77	77
CC1=C(C(=O)Nc2ccccn2)C(c2cn(-c3ccccc3)nc2-c2ccc(Cl)cc2)C(C(=O)Nc2ccccn2)=C(C)N1	69	79	77	97	89	92	·	49
Cc1ccc(NC(=O)c2ccccc2)c(NC(=O)c2ccccc2)c1	97	104	99	93	106	104	82	101
CCOC(=O)C1=NN(c2ccccc2)C(=O)/C1=C\N1CC(=O)NC1=S	94	88	100	92	89	95	78	99
CC1(C)CC[C@]2(C(=O)O)CC[C@]3(C)C(=CCC4[C@@]5(C)C[C@@H](O)[C@@H]6OC(c7ccccn7)OC[C@@]6(C)C5CC[C@]43C)C2C1 (some centres not stated)	38	29	35	33	73	88	45	34
[B-][N+](CC)(CC)c1ccccc1	-12*	102	·	108	101	89	82	95
Cc1c(C(=O)OCCN2CCN(C)CC2)cc(-c2ccc(Cl)cc2)n1-c1ccccc1	80	79	93	60	93	82	69	75
S=C1c2ccccc2SC2c3cccn3CCN12 (configuration not stated)	92	·	85	85	86	89	·	94
COc1cc(N)c2ncccc2c1Cl	·	103	84	84	102	103	101	93
N#C/C(=C\c1ccc(-c2ccc(F)cc2)o1)C(=O)Nc1ncc(Cc2ccc(Cl)cc2)s1	88	107	97	92	101	100	98	105
Fc1ccc([C@@H]2CCNC[C@H]2COc2ccc3c(c2)OCO3)cc1	61	83	77	33	79	50	·	68

Random excerpt: 6 compounds from above, in no set order.
SMILES	CCRF-CEM	A549/ATCC	EKVX	RPMI-8226	HOP-62	M14	HOP-92	MOLT-4
CCOC(=O)C(Nc1ccc(SC)cc1)c1ccccc1 (configuration not stated)	102	93	·	107	90	110	89	93
N#C/C(=C\c1ccc(-c2ccc(F)cc2)o1)C(=O)Nc1ncc(Cc2ccc(Cl)cc2)s1	88	107	97	92	101	100	98	105
O=c1cc(S(=O)(=O)Cc2ccccc2)[nH]c(=O)[nH]1	99	106	118	100	96	101	106	71
O=S(=O)(O)c1ccc(N=Nc2cc(S(=O)(=O)O)c3ccccc3c2O)c2ccccc12	97	99	115	97	101	107	75	97
Nc1cc(N)nc(SCC(=O)N2CCN(c3cc4c(cc3F)c(=O)c(C(=O)O)cn4C3CC3)CC2)n1	89	91	98	102	91	101	95	106
O=C(Nc1ncc(Cc2ccccc2Cl)s1)C1=NCCCCN1	98	101	109	98	105	92	88	98

More structures follow:
SMILES	CCRF-CEM	A549/ATCC	EKVX	RPMI-8226	HOP-62	M14	HOP-92	MOLT-4
O=C1CCC(c2ccc3ccccc3c2)O1 (configuration not stated)	102	85	91	110	97	107	94	110
O=C(CSc1nnc(-c2cc(Cl)cc(Cl)c2Cl)o1)c1ccc(Cl)cc1	54	108	93	75	96	99	88	38
O=c1[nH]c2sc3c(c2c2nnnn12)CCCC3	95	98	88	100	79	94	86	97
Clc1ccc2sc3ncc(-c4ccc(Br)cc4)n3c2c1	112	103	79	110	96	100	108	106
CC(C)[C@@H]1NC(=O)CNC(=O)[C@H](C)NC(=O)[C@H](Cc2ccc(O)cc2)NC(=O)[C@H](CCCCN)NC1=O	115	102	96	103	89	93	112	98
CCCNc1ccncc1CO	90	104	106	95	93	105	109	92
O=[N+]([O-])c1ccc(NN=C(c2ccccc2)c2ccccc2)nc1	89	95	91	·	108	118	·	93
CCOC(=O)c1c(NC(=O)c2ccc(C(C)(C)C)cc2)sc2cc(OCCN3CCCCC3)ccc12	56	77	88	15	91	89	66	72
NC(=O)c1ccccc1OCC(=O)O	94	101	109	·	112	108	·	120
Cc1[nH]c(C(=O)Nc2ccc(C(=O)NC(C)C(=O)O)cc2OC(C)C)c(Cl)c1Cl (configuration not stated)	92	105	101	97	98	102	93	96
COC(=O)NN1CC(O)=C(c2nc(-c3ccc(F)cc3)cs2)C1=N	·	94	88	53	89	123	31	88
COc1ccc(NC(=O)c2ccc(Cl)cc2Cl)cc1	106	97	89	101	107	93	104	107
O=C(CSc1nnc(COc2cnc3ccccc3n2)o1)Nc1ccccc1	98	99	95	105	106	111	·	106
Oc1c(I)cc(I)cc1CNCc1ccccn1	24	24	26	31	28	8.6*	63	16
Cc1ccc(F)c(C(=O)c2ccccc2C(=O)O)c1	111	99	95	108	99	103	103	109
CC(=O)OCC1O[C@@H](OC(C)=O)[C@@H](NC(=O)NS(=O)(=O)c2ccc(Cl)cc2Cl)C(OC(C)=O)[C@@H]1OC(C)=O (some centres not stated)	103	107	102	106	·	103	100	106
O=C1C=C(CCc2ccccc2)CCC1	102	104	108	103	85	100	104	103
NC1=Nn2c(nnc2-c2cc(C(F)(F)F)cc(C(F)(F)F)c2)SC1	97	94	93	101	99	127	86	110
COC(=O)c1ccc(C(=O)OC)c(O)c1	102	99	103	100	101	107	·	49
N=C1c2nc3n(c2C(=O)c2nc4n(c21)CCCCC4)CCCCC3	104	·	103	99	122	108	126	94

Gathered by group: those above containing two or more sulfur atoms.
SMILES	CCRF-CEM	A549/ATCC	EKVX	RPMI-8226	HOP-62	M14	HOP-92	MOLT-4
COc1cc2nc(Cl)nc(Nc3ccc(S(=O)(=O)Nc4nccs4)cc3)c2cc1OC	117	102	94	107	92	100	118	99
O=S(=O)(N=C1C=CC(=NS(=O)(=O)c2ccccc2)C=C1)c1ccccc1	98	102	108	93	103	106	96	109
O=S(=O)(O)c1ccc(N=Nc2cc(S(=O)(=O)O)c3ccccc3c2O)c2ccccc12	97	99	115	97	101	107	75	97
Cn1cc(-c2nc(-c3ccsc3)cs2)c2cc(Br)ccc21	·	89	69	·	·	84	·	84
Cc1ccc(C(=O)c2sc(S)c(-c3nc4ccccc4s3)c2N)cc1	99	101	93	99	89	94	82	104
S=C1c2ccccc2SC2c3cccn3CCN12 (configuration not stated)	92	·	85	85	86	89	·	94
